Screening results (PubChem BioAssay)
LEDGF integ inh: blockers of LEDGF/p75-dependent integrase strand transfer – biochemical, TR-FRET, high throughput, primary screen; HIV-1 integrase (with human LEDGF/p75); TR-FRET IN-LEDGF/p75 DNA integration, Eu/Cy5; inhibition, % at 3.7 µM; 370,000 compounds, 0.64% hits; AID 743269, 2014;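 active = inhibition above the screen-wide mean plus 3 SD, cut at about 13% in these data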;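 note: signal is the Cy5 over europium emission ratio at 671 and 618 nm; 0% = plate median of compound wells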
TCR CD3 inh: inhibitors of human TCR-CD3 interaction, primary screen, biochemical, fluorescence, TAMRA-labeled TCR probe; inhibition, % at 9.4 µM; 360,000 compounds, 0.37% hits; AID 651800, 2012; in the data active = inhibition above about 19%;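 note: recombinant mutant TCR 2C K166C tagged with TAMRA read by polarization; 0% = receptor in buffer alone and 100% = receptor with positive control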
HTRA1 inh: HTRA1 serine protease inhibitors, primary screen, biochemical, fluorescence polarization, HTS; recombinant HTRA1, FP-rhodamine activity-based probe; 340,000 compounds, 0.5% hits; inhibition, % at 5.96 µM; Q92743; in the data active = inhibition above about 36%;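 note: 0% = enzyme with DMSO and 100% = wells lacking enzyme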
Target sequence (Q92743 whole entry, looked up): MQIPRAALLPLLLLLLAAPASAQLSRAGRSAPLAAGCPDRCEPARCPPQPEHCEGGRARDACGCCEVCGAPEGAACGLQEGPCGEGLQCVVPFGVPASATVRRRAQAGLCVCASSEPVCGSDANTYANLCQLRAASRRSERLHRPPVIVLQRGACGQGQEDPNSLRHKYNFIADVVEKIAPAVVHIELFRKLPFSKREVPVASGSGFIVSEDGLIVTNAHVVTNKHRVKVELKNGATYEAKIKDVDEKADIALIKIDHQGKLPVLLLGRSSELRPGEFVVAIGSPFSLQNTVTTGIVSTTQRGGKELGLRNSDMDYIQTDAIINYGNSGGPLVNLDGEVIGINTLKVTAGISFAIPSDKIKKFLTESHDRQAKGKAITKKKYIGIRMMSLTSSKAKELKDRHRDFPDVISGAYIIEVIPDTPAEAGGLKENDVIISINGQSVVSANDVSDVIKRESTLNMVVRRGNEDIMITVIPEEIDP
MBD2 inh: inhibitors of MBD2 binding to methylated DNA, primary screen, biochemical, TR-FRET, DNA-binding domain, human; Methyl-CpG-binding domain protein 2 (Homo sapiens), Q9UBB5; MBD2 binding to methylated oligonucleotide; inhibition, % at 4.4 µM; 370,000 compounds, 0.31% hits; in the data active = inhibition above about 13%
ABHD4 inh: ABHD4 inhibitors, primary screen, biochemical, fluorescence polarization, mouse; AID 720543, 2013; purified mABHD4, FP-Rh probe fluorescence polarization; 370,000 compounds, 0.54% hits; inhibition, % at 8.92 µM; (Lyso)-N-acylphosphatidylethanolamine lipase (Mus musculus), Q8VD66;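 active = inhibition exceeding the mean over every tested compound plus 3 SD, cut at about 30% in these data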;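 note: 0% = plate median of compound wells and 100% = S159A mutant with DMSO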
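Test system: mouse ABHD4 enzyme, wild type. Reagent: FP-Rh fluorescent activity-based probe, added after compound pre-incubation. Timing: pre-incubation 45 min, probe exposure 60 min, at 25 °C. Technique: FP readout, ex 525 nm / em 598 nm. Benchmarks: high control S159A mutant with DMSO, low control median of compound wells.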
SIAE primary: human SIAE inhibitors, primary screen, biochemical, fluorescence polarization, FP-Rh probe, 1536-well HTS; Sialate O-acetylesterase (Homo sapiens), Q9HAT2; SIAE FP-Rh probe binding; inhibition, % at 9.66 µM; 370,000 compounds, 0.69% hits; AID 1053197, 2014;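 active = inhibition above a cutoff: mean of compounds within the control limits plus 3 SD of those, cut at about 17% in these data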;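 note: 0% = plate median of compound wells and 100% = probe without SIAE protein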
PRMT1 inh: PRMT1 methyltransferase inhibitors, primary screen, biochemical, fluorescence polarization | recombinant PRMT1, activity-based probe fluorescence polarization | inhibition, % at 2.79 µM | 370,000 compounds, 1.3% hits;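 active = inhibition above about 21% made by adding two undisclosed values, limit read from the data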
Target sequence (Q99873 whole entry, looked up): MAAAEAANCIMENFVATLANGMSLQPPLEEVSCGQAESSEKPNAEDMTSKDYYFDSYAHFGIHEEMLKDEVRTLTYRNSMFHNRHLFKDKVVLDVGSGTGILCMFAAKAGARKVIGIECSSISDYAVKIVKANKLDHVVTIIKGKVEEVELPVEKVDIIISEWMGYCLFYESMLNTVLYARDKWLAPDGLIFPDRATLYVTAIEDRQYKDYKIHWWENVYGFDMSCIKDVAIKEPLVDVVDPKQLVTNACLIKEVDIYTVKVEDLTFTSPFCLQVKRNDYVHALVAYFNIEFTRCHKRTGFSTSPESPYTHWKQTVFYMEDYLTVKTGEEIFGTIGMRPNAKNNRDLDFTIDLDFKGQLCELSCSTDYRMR
GC-B act: human GC-B receptor activators, primary screen, HEK293 GC-B cells, cGMP TR-FRET, EC30 CNP; activation, % at 10 µM; Atrial natriuretic peptide receptor 2 (Homo sapiens), P20594; 370,000 compounds, 0.11% hits; 0% at EC30 CNP, 100% saturating CNP;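 active = activation at 10 µM reaching about 35% in either raw or pattern-adjusted values, limit read from the data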
rCAG binder: binders of r(CAG) RNA repeats, primary screen, biochemical, fluorescence; r(CAG) RNA repeat, TO-PRO-1 dye displacement fluorescence; inhibition, % at 3 µM; 370,000 compounds, 1.3% hits; AID 651821, 2012;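 active = inhibition above the plate cutoff, the mean of all test compounds on that plate plus 3 SD, cut at about 35% in these data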;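 note: 0% = DMSO alone and 100% = 100 µM mitoxantrone as full dye displacement; higher means more dye released from RNA so lower well fluorescence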
TDP2 inh: human TDP2 enzyme inhibitors, primary screen, biochemical, epi absorbance, recombinant enzyme. Tyrosyl-DNA phosphodiesterase 2 (Homo sapiens), O95551. T5PNP hydrolysis, p-nitrophenol absorbance 415 nm. inhibition, % at 12.8 µM. 370,000 compounds, 0.34% hits;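 active = inhibition above the mean of all tested compounds plus 3 SD, set per campaign, cut at about 25% in these data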;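 note: 0% = DMSO with enzyme and 100% = buffer with substrate but no TDP2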
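Evaluation: % inhibition relative to enzyme-containing and enzyme-free wells. Material: recombinant human TDP2. Benchmarks: enzyme-free and DMSO wells. Timing: enzyme reaction with compound for 2 h at 37 °C. Compound dosing: 12.8 µM only. Measured by: p-Nitrophenol epi absorbance. Reagent: T5PNP substrate at 5 mM, a TopII-DNA adduct mimic. Replication: single well per compound.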
* = called active by the depositor; / = not tested or not shown; & = joins results of further samples. Only part of the results is shown, so the mix of outcomes need not match the whole.

1	O=C(COc1ccc(Cl)cc1)NCCc1cnc[nH]1
2	O=c1c2ccccc2nc(-c2ccccc2)n1-c1cccc(O)c1
3	O=c1[nH]c(=S)n(-c2ccc(F)cc2)c(O)c1/C=N/N1CCOCC1
4	COP(=O)(C#Cc1ccccc1)C(O)c1ccc(Br)cc1 (stereo not drawn)
5	CC(Cc1ccccc1)NC(=O)NC(C)Cc1ccccc1 (stereo not drawn)
6	COc1cc(/C=C2\C(=O)NC(=O)N(c3ccccc3)C2=O)cc(OC)c1O
7	O=C(N/N=C/c1c(O)n(C2CCCCC2)c(=S)[nH]c1=O)c1ccccc1
8	O=C(Cn1ncn2c(cc3cc(F)ccc32)c1=O)N1CCC2(CC1)OCCO2

entry no. | 1 | 2 | 3 | 4 | 5 | 6 | 7 | 8
LEDGF integ inh | 5 | 0 | -1 | 0 | 0 | -1 | 2 | 0
TCR CD3 inh | 9 | 6 | -18 | 2 | 5 | -1 | -1 | 6
HTRA1 inh | 0 | 1 | -1 | -6 | -10 | 8 | 11 | 3
MBD2 inh | 52* | 5 | 4 | -1 | -6 | 0 | 0 | -1
ABHD4 inh | 0 | 1 | -11 | -1 | 0 | 6 | 5 | -3
SIAE primary | -3 | 1 | -4 | 8 | 0 | 1 | -15 | 4
PRMT1 inh | -1 | 1 | -2 | 4 | -3 | 8 | -4 | -4
GC-B act | 5 | -9 | 4 | -9 | 7 | -1 | 3 | 7
rCAG binder | -2 | -1 | -3 | -7 | -2 | -4 | 16 | 0
TDP2 inh | -2 | 3 | -8 | 6 | 8 | 6 | 2 | 13

9	COc1cc(C2SCC(=O)Nc3c2c(C)nn3-c2ccccc2)cc(OC)c1OC (stereo not drawn)
10	NCCc1ccc(S(=O)(=O)F)cc1
11	Cn1c(C(=O)O)c(CC(=O)N2CCN(Cc3ccccc3)CC2)c2ccccc21
12	OCC#CC[N+]1(CC#Cc2ccccc2)CCOCC1
13	CCc1ccccc1NC(=O)N1C[C@H]2C[C@@H](C1)c1cccc(=O)n1C2
14	Cc1cccn2c(=O)c3c(nc12)N1CCc2ccccc2C1C1(C3)C(=O)NC(=O)N(C)C1=O (stereo not drawn)
15	O=c1[nH]c(=O)n(CCC2=CCCCC2)c(O)c1C=Nc1cccc(F)c1
16	CCN1C(=O)C(=C/C=C/c2ccco2)C(=O)N(CC)C1=S

entry no. | 9 | 10 | 11 | 12 | 13 | 14 | 15 | 16
LEDGF integ inh | -1 | 1 | -4 | 1 | 2 | -2 | -1 | 39*
TCR CD3 inh | 4 | 1 | -3 | 4 | 11 | 3 | 5 | -52
HTRA1 inh | 0 | 0 | 1 | 2 | -8 | -6 | -8 | -67
MBD2 inh | 6 | 1 | 0 | 1 | -3 | 1 | 5 | 6
ABHD4 inh | -2 | -2 | 2 | -1 | 0 | -3 | 10 | -134
SIAE primary | 3 | -2 | -3 | 2 | -2 | -3 | -6 | -81
PRMT1 inh | 2 | -5 | 3 | 0 | -8 | 0 | 5 | 27*
GC-B act | 10 | 1 | 1 | 2 | 7 | 4 | 5 | 5
rCAG binder | -5 | 3 | 8 | -2 | -1 | 3 | 6 | 56*
TDP2 inh | 0 | -11 | -9 | -5 | -1 | 8 | -8 | -4

17	C[C@H]1CCCC(=O)CCC/C=C/c2cc(O)cc(O)c2C(=O)O1
18	O=c1[nH]c2ccccc2n1C1CCN(C(c2nnnn2C2CCCC2)C2CC2)CC1 (stereo not drawn)
19	C=C[C@H]1CN2CC[C@H]1C[C@@H]2[C@@H](O)c1ccnc2ccccc12
20	CN(C)P(=O)(N(C)C)N1CC1
21	Cc1nc2cc(C(F)(F)F)ccc2n1C1CCN(Cc2nnnn2Cc2cccs2)CC1
22	COC(=O)C1=C(c2ccc(OC(F)(F)F)cc2)C[C@@H]2CC[C@H]1N2C(=O)NCCCOC(C)C
23	O=C(COc1ccccc1)N1CCN(Cc2c[nH]c3ccccc23)CC1
24	COC(=O)c1ccc(CN2CCN(Cc3ccccc3)CC2)cc1

entry no. | 17 | 18 | 19 | 20 | 21 | 22 | 23 | 24
LEDGF integ inh | 4 | 6 | 0 | 2 | -1 | -4 | 2 | 4
TCR CD3 inh | 10 | -3 | 4 | 4 | 4 | 5 | 4 | 0
HTRA1 inh | -2 | / | 8 | 5 | 2 | -1 | -4 | -6
MBD2 inh | -8 | -6 | 1 | 4 | 5 | -5 | -4 | 0
ABHD4 inh | -51 | -8 | 6 | 2 | -4 | 7 | 12 | 1
SIAE primary | -12 | 2 | -3 | -4 | 0 | 0 | 4 | 1
PRMT1 inh | -5 | -2 | -3 | -1 | -2 | 2 | -1 | 1
GC-B act | 1 | 1 | -13 | 2 | -2 | -5 | -8 | 5
rCAG binder | 5 | 1 | 2 | 0 | -8 | -12 | -3 | -1
TDP2 inh | -12 | -10 | 1 | -11 | -1 | 3 | 2 | 5

25	Cc1ccc(C(=O)O)cc1N=Nc1c(O)[nH]c(=O)[nH]c1=O
26	CC(Cc1cnccn1)NCc1c(C(=O)N2CCCCCCC2)nc2ccc(Cl)cn12 (stereo not drawn)
27	C=C1C(=O)O[C@@H]2C[C@@H](C)[C@@H]3C=CC(=O)[C@@]3(C)[C@@H](O)[C@H]12
28	CC(NS(C)(=O)=O)c1nnc2n1-c1ccc(Br)cc1C(c1ccccc1Cl)=NC2 (stereo not drawn)
29	Nc1ncc2[nH]cnc2n1
30	CN(C)C(=O)Oc1ccc2oc(=O)cc(-c3cc4ccccc4o3)c2c1
31	O=c1[nH]c(=O)n(C2CCCCC2)c(O)c1C1NCCc2ccccc21 (stereo not drawn)
32	COc1ccc(CCNCc2ccccn2)cc1OC

entry no. | 25 | 26 | 27 | 28 | 29 | 30 | 31 | 32
LEDGF integ inh | -5 | -3 | 3 | -2 | 1&-1 | 2 | 2 | 3
TCR CD3 inh | 4 | 5 | -3 | -2 | 3&10 | 5 | -4 | 0
HTRA1 inh | 6 | 2 | 1 | -2 | 2&10 | -6 | 0 | 0
MBD2 inh | 1 | -6 | 3 | 5 | 2&-1 | -4 | -1 | -8
ABHD4 inh | 1 | 0 | -8 | -12 | 5&2 | -2 | 4 | 1
SIAE primary | -3 | 7 | 2 | 0 | -11&4 | -10 | -3 | 4
PRMT1 inh | 0 | 1 | 4 | 3 | -8&-5 | 0 | 28* | 1
GC-B act | 4 | 4 | 6 | -8 | -1&0 | -2 | 0 | 3
rCAG binder | -1 | -11 | 3 | -5 | 5&1 | 1 | 9 | -4
TDP2 inh | -25 | 8 | -1 | 1 | -3&6 | -7 | -6 | 10

6 entries picked at random from those above:
17	C[C@H]1CCCC(=O)CCC/C=C/c2cc(O)cc(O)c2C(=O)O1
32	COc1ccc(CCNCc2ccccn2)cc1OC
12	OCC#CC[N+]1(CC#Cc2ccccc2)CCOCC1
2	O=c1c2ccccc2nc(-c2ccccc2)n1-c1cccc(O)c1
3	O=c1[nH]c(=S)n(-c2ccc(F)cc2)c(O)c1/C=N/N1CCOCC1
21	Cc1nc2cc(C(F)(F)F)ccc2n1C1CCN(Cc2nnnn2Cc2cccs2)CC1

entry no. | 17 | 32 | 12 | 2 | 3 | 21
LEDGF integ inh | 4 | 3 | 1 | 0 | -1 | -1
TCR CD3 inh | 10 | 0 | 4 | 6 | -18 | 4
HTRA1 inh | -2 | 0 | 2 | 1 | -1 | 2
MBD2 inh | -8 | -8 | 1 | 5 | 4 | 5
ABHD4 inh | -51 | 1 | -1 | 1 | -11 | -4
SIAE primary | -12 | 4 | 2 | 1 | -4 | 0
PRMT1 inh | -5 | 1 | 0 | 1 | -2 | -2
GC-B act | 1 | 3 | 2 | -9 | 4 | -2
rCAG binder | 5 | -4 | -2 | -1 | -3 | -8
TDP2 inh | -12 | 10 | -5 | 3 | -8 | -1

(further entries)
33	S=C1Nc2ccccc2Sc2ccccc21
34	CCOC(C(=O)OCCC[N+](C)(CC)CC)(c1ccccc1)c1ccccc1
35	CNC(=O)Oc1c(C)[nH]ccc1=O
36	S=C=Nc1ccccn1
37	CCOC(=O)CC[C@@H]1CC[C@]2(CCCN(Cc3ccccn3)C2)O1
38	Cc1ccc(OP(=O)(Nc2cccc(C)c2)Oc2ccc(C)cc2)cc1
39	CN(C(=O)Oc1ccc(C(C)(C)C)cc1)c1ccccc1
40	CC(C)COc1ccc(Cc2c(O)[nH]c(=S)[nH]c2=O)cc1

entry no. | 33 | 34 | 35 | 36 | 37 | 38 | 39 | 40
LEDGF integ inh | 0 | 4 | -1 | -2 | 1 | -1 | -1 | 1
TCR CD3 inh | 7 | -1 | 1 | 7 | / | 2 | 1 | 6
HTRA1 inh | -3 | 3 | 5 | -1 | / | -51 | -9 | -6
MBD2 inh | -3 | 2 | -2 | 1 | 1 | -7 | -5 | -1
ABHD4 inh | -8 | 3 | 4 | -3 | 4 | 4 | -1 | -2
SIAE primary | 2 | 4 | 8 | -1 | 0 | -3 | 6 | 3
PRMT1 inh | 3 | 1 | 0 | 1 | 3 | 2 | -1 | 3
GC-B act | 7 | 8 | 0 | -2 | -5 | 2 | -2 | 2
rCAG binder | 3 | -7 | 2 | 2 | 0 | -2 | -4 | 15
TDP2 inh | 7 | 5 | 1 | 10 | 6 | -8 | 2 | 9

41	Cc1ccc(-n2c(C)cc(/C=C3/C(=O)NC(=O)N(Cc4ccco4)C3=O)c2C)cc1
42	O=c1c2ccccc2nc(Cc2ccccc2)n1-c1ccc(O)cc1
43	COc1ccc(CN2CCN(c3ccccc3)CC2)c(C)c1C
44	COC(=O)C1=C(c2ccc(-c3ccccc3)c(F)c2)C[C@@H]2CC[C@H]1N2C(=O)NCc1ccco1
45	Clc1ccc(-c2nc3ccc(Cl)cn3c2CN2CCOCC2)cc1
46	Cc1cc(/C=C2\C(=O)NC(=O)N(c3cccc(F)c3)C2=O)c(C)n1-c1ccc(C(=O)O)c(Cl)c1

entry no. | 41 | 42 | 43 | 44 | 45 | 46
LEDGF integ inh | 28* | 1 | -3 | 1 | 2 | 12
TCR CD3 inh | 1 | -3 | 2 | 7 | -4 | 6
HTRA1 inh | -8 | 0 | 0 | -37 | -10 | 1
MBD2 inh | 3 | -6 | 10 | -4 | -3 | 7
ABHD4 inh | -5 | -1 | -10 | 6 | 1 | 12
SIAE primary | -9 | 6 | -2 | -4 | -3 | 6
PRMT1 inh | 17 | 1 | 5 | -2 | -1 | 20
GC-B act | -3 | -18 | 6 | -1 | -5 | -4
rCAG binder | 16 | -1 | -3 | 2 | 3 | 17
TDP2 inh | 0 | 4 | -3 | -15 | -2 | 4
